High-throughput results: PubChem, several laboratories
SF-1 act: SF-1 (human) activation. Q13285. CHO-K1 Gal4-SF-1 LBD luciferase reporter; % increase over DMSO SF-1-specific signal. activation, % at 10 µM. 65,000 compounds, 1.9% hits;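 active = activation above the mean activation of all tested compounds plus 3 SD, cut at about 50% in these data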
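Test system: CHO-K1 cells co-transfected with Gal4 DBD–human SF-1 LBD, 5xGal4 luciferase reporter. Quantity: 4,000 cells per well. Compound: 10 µM only. Incubation: compound added 1 h post-seeding, 20 h exposure at 37 °C, 5% CO2. Detection: SteadyLite luciferase luminescence. Replication: one test per compound.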
M1 agonist: activates the M1 muscarinic receptor. AID 626. 64,000 compounds, 3% hits. CHO-M1 cells, Fluo-4 calcium fluorescence, agonist mode; stronger effect = higher value. B-score at 10 µM;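 active = fluorescence rise, raw or as B-score row- and column-corrected plate score, outside the 99.7% band of its plate's samples, either direction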
tolC growth inh: blocks growth of E. coli BW25113 tolC mutant. OD615. growth inhibition, % at 10 µM (by protocol). 65,000 compounds, 2.2% hits. AID 573;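 active = growth inhibition at or above a cutoff equal to the mean over every tested compound plus 3 SD, cut at about 60% in these data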;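 note: growth measured after 20 h incubation at 37 °C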
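Test system – E. coli BW25113 ΔtolC::kan, tolC deletion mutant strain · Detection – OD at 615 nm · Buffer or medium – LB with kanamycin 50 µg/mL · Times – 20 h compound exposure of bacteria at 37 °C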
M1 antagonist: blocks the rat M1 muscarinic receptor response to acetylcholine | AID 628 | B-score at 10 µM | 64,000 compounds, 3.4% hits | CHO-M1 cells, Fluo-4 calcium, ACh EC80 antagonist mode; stronger effect = lower value | P08482;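 active = calcium fluorescence response, raw or row-and-column corrected B-score, differing from the plate sample mean either way at a set confidence level, mostly lower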
Target sequence (P08482 whole entry, looked up): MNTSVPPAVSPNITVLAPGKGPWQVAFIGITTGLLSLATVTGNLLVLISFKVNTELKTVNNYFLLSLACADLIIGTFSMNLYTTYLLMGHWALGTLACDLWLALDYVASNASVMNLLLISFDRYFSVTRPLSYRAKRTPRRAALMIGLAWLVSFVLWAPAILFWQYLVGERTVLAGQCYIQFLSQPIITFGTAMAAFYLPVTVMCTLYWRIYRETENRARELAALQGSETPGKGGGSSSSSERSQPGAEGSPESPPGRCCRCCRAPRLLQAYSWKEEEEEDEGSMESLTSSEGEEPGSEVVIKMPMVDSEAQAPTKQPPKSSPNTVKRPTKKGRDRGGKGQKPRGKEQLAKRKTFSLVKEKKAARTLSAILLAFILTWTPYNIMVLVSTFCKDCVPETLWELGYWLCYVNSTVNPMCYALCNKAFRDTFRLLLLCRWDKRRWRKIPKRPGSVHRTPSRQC
NADH enzymes: inhibition of NAD/NADH coupling enzymes, library profiling | coupled PK/LDH NADH assays, four targets | IC50, µM (highest dose often 10 µM), inactives show at the top dose inhibition | 65,000 compounds, 0.02% hits | AID 774;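 active = single-dose screening hits from any of four coupled enzyme assays that gave an IC50 when retested across doses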;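 note: the DPM-DC format reads NADH fluorescence rather than 340 nm absorbance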
RORa activator: RORA (human) activation; CHO-K1 Gal4-RORA LBD luciferase reporter, luminescence; percent increase over mock-subtracted basal signal; activation, % at 10 µM; 65,000 compounds, 1.5% hits; AID 560;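 active = activation above the mean of all tested compounds plus 3 SD, cut at about 49% in these data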;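 note: 0% = DMSO-treated RORA cells and 100% = added signal equal to DMSO minus mock-transfected cells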
Autofluor 339: intrinsic fluorescence of library compounds, ex339/em460 – biochemical, MLSMR library, data from DPM-DC assay, artefact control, profiling panel. compound autofluorescence, ex339/em460 nm, NADH buffer; stronger effect = higher value; 1 = no-compound wells, NADH background. fluorescence fold increase at 10 µM. 65,000 compounds, 5.5% hits;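 active = at 10 µM, mean starting fluorescence two-fold or more over control wells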;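 note: signal is the first read of a kinetic run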
TNAP act DEA: activates human TNAP at intermediate phosphate acceptor concentration; P05186; purified TNAP, CDP-star luminescence, 100 mM DEA, 30 min; stronger effect = higher value; scale: 0 levamisole-inhibited, 1 vehicle-only enzyme; activation factor at 20 µM; 64,000 tested, under 10 active; AID 813;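 active = activation factor of at least 2 at 20 µM, relative to controls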
E coli RNAP: blocks E. coli RNA polymerase transcription. P0A8V2. inhibition, %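 (tested at 10 µM)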. AID 559. fluorescence transcription assay. 62,000 compounds, 0.2% hits; in the data active = inhibition above about 20%;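 note: 0% = enzyme without compound and 100% = no enzyme blank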
* = called active by the depositor; . = no result given.

Structure,SF-1 act,M1 agonist,tolC growth inh,M1 antagonist,NADH enzymes,RORa activator,Autofluor 339,TNAP act DEA,E coli RNAP
O=C(CCCn1c(=O)c2sccc2n(Cc2ccc(F)cc2)c1=O)NCc1ccco1,21,0.76,-4,0.14,3%,14,1,0.9,10
Cc1csc(NC(=O)CCn2c(=O)sc3ccccc32)n1,3,-0.25,12,-0.75,2%,3,1.2,1,-9
CCOC(=O)C1CCN(C(=O)COc2cccc(C)c2)CC1,5,-0.7,-8,-0.027,2%,-18,1.1,0.9,4
CCCCCC/C(=N/O)c1ccccn1,7,-0.0051,100*,0.097,8%,-14,1.1,0.9,8
CCCN1C(=O)c2ccc(C(=O)Nc3nccs3)cc2C1=O,-3,0.49,18,1.2,1%,1,1.1,0.8,-2
Cc1cc(C)c2cc(C(c3nnnn3CC3CCCO3)N3CCN4CCCC4C3)c(=O)[nH]c2c1 (stereo not drawn),1,0.4,-4,0.26,5%,6,1.8,1.1,-3
O=C(Nc1ccc(CN2CCOCC2)cc1)c1cc2ccccn2n1,-12,-1.2,-12,0.015,3%,-30,1,0.8,1
CCOc1cc(/C=N/n2cnnc2)ccc1OCC(=O)Nc1ccccc1OC,-13,1.4,7,-0.042,5%,-1,1.2,1,-3
CCCCNC(=O)CSc1cc(=O)n(C)c2ccccc12,-8,.,-6,.,11%,-1,1.3,0.9,8
CCC1(C)C2(C#N)C(N)=NC(OC)(OC)C12C#N (stereo not drawn),.,-0.3,-8,0.41,3%,.,1,0.8,.
CCOC(=O)N1CCN(c2cc(NCCC(=O)O)c3c4c(onc24)-c2ccccc2C3=O)CC1,2,14*,14,0.7,11%,7,0.92,0.8,5
CC(C)(C)C1CCc2onc(C(=O)N3CCOCC3)c2C1 (stereo not drawn),-6,1,-7,-0.48,8%,-2,1.1,0.9,9
O=C1CC(N2CCN(C3CC(=O)N(CCc4ccccc4)C3=O)CC2)C(=O)N1CCc1ccccc1 (stereo not drawn),6,0.11,1,0.3,0%,-8,1.1,1,.
O=C(CCCN1C(=O)CSc2ncccc21)N1CCN(c2cccc(C(F)(F)F)c2)CC1,0,1.5,18,-3.5*,7%,-9,1,1,13
COC(=O)CSc1nc(NCC(C)C)nc(N2CCOCC2)n1,-3,-0.51,7,-0.52,5%,2,1,0.9,7
c1csc(-c2nn3c(C4COc5ccccc5O4)nnc3s2)c1 (stereo not drawn),-5,-0.64,19,-0.15,7%,8,1.1,0.9,6
O=C(Cn1cnc2c(nnn2Cc2ccccc2)c1=O)c1ccccc1,2,0.052,15,0.76,1%,-3,1.1,0.9,1
CCn1c(C(C)NC(=O)c2cccc(C)c2)nc2ccccc21 (stereo not drawn),0,-0.67,9,0.56,8%,-9,1.1,0.9,-6
O=C(COc1ccc(S(=O)(=O)N2CCCC2)cc1)NCCC1=CCCCC1,1,-0.49,26,-0.49,5%,-6,1.1,1,12
CCOC(=O)c1sc(C)nc1C1CCN(C(=O)OCC)CC1,9,0.0069,-5,-0.23,5%,-11,1.1,1,6
Cc1ccc(Cl)cc1NC(=O)c1ocnc1C,-11,-0.23,-8,0.34,6%,-5,1,0.9,6
O=C(Nc1nc(-c2cccs2)cs1)c1ccc(Cl)s1,34,0.016,96*,-1.2,3%,68*,1.5,1,0
CCC(=O)N=c1sc2cc(F)cc(F)c2n1C,12,-0.93,4,0.11,6%,13,1.1,0.9,7
Cc1ccc(Sc2c(C)[nH]n(C(C)(C)C)c2=O)cc1,-3,-0.98,-7,0.0053,6%,-18,1,1,4
CCOC(=O)CCc1c(C)n(CC)c2ncnn2c1=O,-6,0.94,-6,-0.39,7%,-20,1.1,0.9,1
CC(C)CCNC(=O)CN(CCN1CCOCC1)C(=O)Cn1nnc(-c2ccc(F)cc2)n1,12,-0.55,8,0.72,5%,5,1.1,0.9,8
Cc1ccccc1-c1nc(CS(=O)(=O)CC(=O)NCc2ccc3c(c2)OCO3)c(C)o1,17,1.6,0,0.41,3%,-17,1,0.8,12
O=c1nc(N2CCOCC2)ccn1-c1nc(-c2ccccc2)oc1-c1ccccc1,13,1.6,-6,-0.78,10%,-34,1.2,1,17

M1 agonist: hit marks shown above
structure	M1 agonist	M1 antagonist	NADH enzymes	Autofluor 339	TNAP act DEA	E coli RNAP
CCOC(=O)N1CCN(c2cc(NCCC(=O)O)c3c4c(onc24)-c2ccccc2C3=O)CC1	14*	0.7	11%	0.92	0.8	5

Laid out differently: entries from further up.
Under each structure: SF-1 act | M1 agonist | tolC growth inh | M1 antagonist | NADH enzymes | RORa activator | Autofluor 339 | TNAP act DEA | E coli RNAP
O=c1nc(N2CCOCC2)ccn1-c1nc(-c2ccccc2)oc1-c1ccccc1
    13 | 1.6 | -6 | -0.78 | 10% | -34 | 1.2 | 1 | 17
CCC(=O)N=c1sc2cc(F)cc(F)c2n1C
    12 | -0.93 | 4 | 0.11 | 6% | 13 | 1.1 | 0.9 | 7
Cc1ccc(Sc2c(C)[nH]n(C(C)(C)C)c2=O)cc1
    -3 | -0.98 | -7 | 0.0053 | 6% | -18 | 1 | 1 | 4
Cc1csc(NC(=O)CCn2c(=O)sc3ccccc32)n1
    3 | -0.25 | 12 | -0.75 | 2% | 3 | 1.2 | 1 | -9
